FBPA Giardia inh – Giardia lamblia aldolase inhibition. A8B2U2. purified Giardia FBPA. Potency, µM (titrated, usually from 59.6 µM), for the others: at the highest dose activity, negative = inhibition, most hits filed as inhibitors. 290,000 compounds, 0.71% hits. AID 2451; further: potency means the concentration at half of the fitted maximal effect; on the % scale 0 is the no-effect control and ±100 the full control effect; nearly all actives have a fitted effect of over 55% in size
Target sequence (A8B2U2 whole entry, looked up): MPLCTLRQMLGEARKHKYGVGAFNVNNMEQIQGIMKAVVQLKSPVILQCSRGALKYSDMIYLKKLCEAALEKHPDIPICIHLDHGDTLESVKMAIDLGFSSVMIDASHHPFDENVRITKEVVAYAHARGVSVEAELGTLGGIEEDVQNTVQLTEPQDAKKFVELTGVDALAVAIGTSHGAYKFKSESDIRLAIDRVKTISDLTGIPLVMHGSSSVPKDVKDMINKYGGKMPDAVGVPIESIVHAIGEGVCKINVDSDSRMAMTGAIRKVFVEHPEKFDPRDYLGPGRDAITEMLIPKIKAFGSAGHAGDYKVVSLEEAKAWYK
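Giardia FBPA (40 nM reagent) was preincubated 10 min at RT with compound (up to 57.5 uM final), then substrate plus GAPDH/TPI/NAD/arsenate coupling system with diaphorase/resazurin was added; resorufin fluorescence (525/598 nm) was read after 20 min.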
Pf growth 96h – P. falciparum growth inhibition at 96 hours; AID 504834; 320,000 compounds, 6.9% hits; Potency, µM (doses to about 28.7 µM), without a hit: at the highest dose activity change, negative = inhibition, hits mostly inhibitors; P. falciparum luciferase reporter growth, 96 h; further: potency means the concentration at half of the fitted maximal effect; on the % scale 0 is the no-effect control and ±100 the full control effect
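Infected RBCs, 2% Hct / 0.05% parasitemia final; luciferase-reporter P. falciparum; cpd 96 h, 37 C, 5% CO2; luciferase detection reagent; luminescence.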
Sm TGR inh – S. mansoni TGR enzyme inhibition | purified TGR, DTNB reduction, TNB absorbance 405 nm | Potency, µM (top dose mostly 114 µM), without a hit: at the highest dose activity change, negative = inhibition, usual class: inhibitors | 360,000 compounds, 3% hits | Q962Y6; further: potency means the concentration at half of the fitted maximal effect; on the % scale 0 is the no-effect control and ±100 the full control effect; nearly all actives have a fitted effect of over 60% in size
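Kinetic colorimetric format: TGR-catalysed, NADPH-driven DTNB reduction monitored via TNB absorbance. Enzyme dispensed at 20 nM; compound exposure 15 min at room temperature before reaction start.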
Pf growth 48h – P. falciparum growth inhibition at 48 hours (one generation); P. falciparum luciferase growth in erythrocytes, 48 h; Potency, µM (series often up to 28.7 µM), inactives show top-dose activity change, negative = inhibition, usual class: inhibitors; 310,000 compounds, 5.9% hits; AID 504832; further: potency means the concentration at half of the fitted maximal effect; on the % scale 0 is the no-effect control and ±100 the full control effect
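Cell-based growth assay: transgenic P. falciparum expressing firefly luciferase, cultured in red cells within RPMI 1640 containing 0.5% w/v Albumax, 24 mM bicarbonate and gentamycin. A drop in luciferase activity indicates inhibition.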
Shiga inhibitor – inhibitors of Shiga toxin in Vero cells; Vero cells, Shiga toxin protein synthesis inhibition reporter; inhibition, % at 38.7 µM; 290,000 compounds, 9.2% hits; AID 2315; in the data active means inhibition mostly above about 28%, no sharp cut-off; inactive means mostly below about 43%; further: 0% is about no effect
Cycloheximide cs – counter-screen hit for Shiga toxin inhibitors, cycloheximide | cell reporter, cycloheximide protein synthesis inhibition counterscreen | max response, % | 300,000 compounds, 12% hits; in the data active means max response mostly above about 13%, no sharp cut-off; inactive means mostly below about 14%; further: read at 38.3 µM for the half of the compounds with a filed dose; 0% is about no effect
* hit, by the source's call; ? = inconclusive; nt = no result given; & = joins results of further samples; [ ] = remark or other dose. Unless noted, the call rests on the fitted dose curve; in most records, active means well fitted curve in the direction sought with a large enough effect; inconclusive means small, poorly fitted or top-dose-only effect, or another doubt; inactive means no such curve, though single readings can be large; an effect the other way counts as inactive or inconclusive.

The line under a structure holds: FBPA Giardia inh	Pf growth 96h	Sm TGR inh	Pf growth 48h	Shiga inhibitor	Cycloheximide cs
- CC(=O)/C(=N\Nc1ccc(Cl)cc1Cl)Sc1nnc(-c2ccccc2)n1-c1ccccc1
    -3%	4%	1%	-3%	4	4
- COc1ccc(/C=C2/SC(=S)N(CCCC(=O)Nc3ccc(O)cc3)C2=O)cc1
    -2%	?	-2%	?	94*	51*
- CCc1ccccc1OCC(=O)Nc1ccc2c(c1)OCCO2
    4%	?	-1%	101%[activator]	55*	35*
- CC(OC(=O)C1=NN(c2ccccc2)C(=O)CC1)C(=O)NC1CCCCC1C (configuration not stated)
    nt	18%	1%	4%	nt	nt
- O=C(Cc1ccccc1)c1c[nH]c(C(=O)C(Cl)(Cl)Cl)c1
    0%	-10%	-6%	nt	-4	7
- O=C(CSc1nn(-c2ccccc2)c(=S)s1)Nc1ncccn1
    -5%	16%	-24%	19%	64	35
- O=C(NCC1CCCO1)C(c1ccncc1)N(Cc1ccc(F)cc1)C(=O)CN1C(=O)c2ccccc2S1(=O)=O (configuration not stated)
    5%	-9%	-4%	-4%	-5	-1
- Cc1nc2ccccn2c1C(=O)NNS(=O)(=O)c1ccc(C(C)(C)C)cc1
    -4%	4%	7%	-1%	-7	8
- O=C(c1cccc([N+](=O)[O-])c1)c1ccc2c(c1)OCCOCCOCCO2
    1%	60%[activator]	27%	-4%	56	1
- CC(=O)N1CCN(c2ccc(N=Cc3c(O)n(-c4ccc(Cl)cc4)c(=O)[nH]c3=O)cc2)CC1
    -6%	21%[5.75 µM]	?	-1%	-14	-5
- CCc1ccc(CNCCc2ccc(F)cc2)cc1
    4%	-22%	1%	20%	-3	3
- CCO[C@H]1OC(C(=O)N2CCOCC2)=C[C@@H](C)[C@@H]1CCCO
    -1%	-8%	-9%	-2%	-15	1
- Nc1nnc(SCC(=O)Nc2ccc3nc(SCC(=O)Nc4ccccc4)sc3c2)s1
    -2%	-10%	-7%	?	9	34*
- O=C(O)c1ccc2c(=O)n3c(nc2c1)/C(=C/c1cccc(O)c1)CC3
    -27%	-24%	2%	nt	-5	-4
- COC(=O)c1c(NC(=O)CSc2ncnc3c2cnn3-c2ccccc2Cl)sc2c1CCCC2
    -2%	?	0%	?	11	-2
- Fc1ccccc1CN1CCC(Cc2ccccc2)CC1
    ?	286%[activator]	10%	42%[activator]	-13	4
- COc1ccc(S(=O)(=O)N(C)CC(=O)NC2CCCCC2)cc1OC
    1%	-3%	13%	-16%	20	-2
- O=C(c1ccc(Oc2ccc(Cl)cc2)c([N+](=O)[O-])c1)N1CCCC1
    7%	-14%	8%	-29%[0.00184 µM]	-6	-3
- O=C1C2CCCCN2C(=O)N1CCCCN1CCN(c2ccccc2Oc2ccccc2)CC1 (configuration not stated)
    -26%	?	-29%	?	-10	-2
- O=C(NC1=NCCS1)C1CCN(S(=O)(=O)c2ccc(Cl)cc2)CC1
    nt	?	50µM*	?	nt	nt
- Cc1cc(-c2[nH]nc3c2C(c2cccc(O)c2)C(C#N)=C(N)O3)c(C)s1 (configuration not stated)
    -6%	-16%	-37%	nt	26	11
- COc1ccc(S(=O)(=O)NN(C)c2ncc(C(F)(F)F)cc2Cl)cc1
    -18%	1%	-4%	-4%	1	-5
- Cc1ccc(C(=O)Nc2ccc(S(=O)(=O)NC3=NCCCCC3)cc2)cc1S(=O)(=O)N1CCOCC1
    nt	13µM*	-11%	2.3µM*	nt	nt
- COc1ccc(Cl)cc1NC(=O)c1cccc(NC(=O)CCC(=O)O)c1
    0%	?	8%	8%	-9	-4
- COc1ccc(CC(=O)Nc2ccccc2C(=O)N2CCOCC2)cc1OC
    4%	-5%	31%	0%	-4	-1
- CC(OC(=O)CNS(=O)(=O)c1ccc2ccccc2c1)C(=O)N(C)c1ccccc1 (configuration not stated)
    2%	-14%	13%	?	-7	-2
- O=C1c2cnccc2CN1Cc1ccccc1
    0%	3.3µM*	-2%	41%[activator]	2	8
- CCC(=O)Nc1ccc(S(=O)(=O)Nc2ncccn2)cc1
    -10%	9.3µM*	-1%	nt	-6	-4
- O=C(CSc1nnc(-c2ccccc2)n1-c1ccccc1)N1c2ccccc2Sc2ccccc21
    -7%	25%	0%	19%	-4	-4
- O=c1c2cc(NC(=S)NCc3ccccn3)ccc2nc2n1CCCCC2
    -9%	13%	8%	-24%	-5	7
- COc1ccc(CC(=O)NC(C)(C)C)cc1S(=O)(=O)N1CCOCC1
    6%	26%	-19%	nt	-13	6
- CCOC(=O)c1cccc(Nc2ncnc3ccc(C)cc23)c1
    -1%	9.3µM*	-24%	12µM*	-4	-3
- CCC(CC)C(=O)NCc1ccc2c(c1)cc(C)n2C
    3%	88%[activator]	7%	-12%	-9	-1
- O=C(Oc1cccnc1)c1ccccc1[N+](=O)[O-]
    8%	?	-2%	2%	-15	-1
- CCOC(=O)Cc1nnc(NC(=O)CSc2nncn2C)s1
    -8%	-27%	-24%	4%	-12	-3
- O=C(NC1CCCCC1)c1ccc(S(=O)(=O)NCc2ccco2)cc1
    1%	-12%	45µM*	-21%	31	-2
- COc1ccc(S(=O)(=O)N2CCCN(CC(=O)Nc3cc(NC(C)=O)ccc3OC)CC2)cc1
    0%	24%	-14%	?	18	-1
- O=c1[nH]c(=O)n(CCc2ccccc2)c(O)c1/C=N/N1CCOCC1
    -2%	13%	2%	-1%	15	0
- CC(C)c1ccccc1NC(=O)CSc1n[nH]c(=O)n1C1CC1
    nt	-19%	1%	-1%	nt	nt
- CCCCC(=O)Nc1ccc2c(c1)nc1n2CCSC1
    2%	nt	34%	134%[activator]	65*	27*

One compound at a time, from the list above. Values in the order: FBPA Giardia inh	Pf growth 96h	Sm TGR inh	Pf growth 48h	Shiga inhibitor	Cycloheximide cs
Entry for CCOC(=O)c1cccc(Nc2ncnc3ccc(C)cc23)c1 = -1%	9.3µM*	-24%	12µM*	-4	-3
Entry for CC(C)c1ccccc1NC(=O)CSc1n[nH]c(=O)n1C1CC1 = nt	-19%	1%	-1%	nt	nt
Entry for O=C(NC1CCCCC1)c1ccc(S(=O)(=O)NCc2ccco2)cc1 = 1%	-12%	45µM*	-21%	31	-2
Entry for CCCCC(=O)Nc1ccc2c(c1)nc1n2CCSC1 = 2%	nt	34%	134%[activator]	65*	27*
Entry for O=C(Oc1cccnc1)c1ccccc1[N+](=O)[O-] = 8%	?	-2%	2%	-15	-1

(next part)
The line under a structure holds: FBPA Giardia inh	Pf growth 96h	Sm TGR inh	Pf growth 48h	Shiga inhibitor	Cycloheximide cs
- COc1ccc(N2CCN(C(=O)COC(=O)Cc3cccc(OC)c3)CC2)cc1
    nt	20%	-2%	?	nt	nt
- CC(C)NC(=O)NC(=O)COC(=O)c1ccc(S(=O)(=O)NCc2ccco2)cc1
    nt	-26%	-26%	1%	nt	nt
- CC(=O)N(c1ccc(C(C)C)cc1)C1C=CS(=O)(=O)C1 (configuration not stated)
    -4%	nt	11%	40%[activator]	-26	-2
- COc1cccc(C2=CC(=O)C[C@H](c3ccc(F)cc3)C2)c1
    nt	?	-1%	2.3µM*	nt	nt
- COc1ccccc1CNC(=O)Cn1c(=O)oc2cc(Cl)ccc21
    3%	?	-3%	?	29	8
- Cc1cccnc1NC(=O)CCNC(=O)c1ccccc1Cl
    nt	4%	-9%	13%	12	-3
- CC(C)Cc1nnc(NC(=O)c2cccc(S(=O)(=O)N3CCOCC3)c2)s1
    nt	?	5%	-3%	nt	nt
- CCN1CCN(CCC(=O)Nc2ccc(F)c(F)c2)CC1
    -4%	21%	5%	10%	-2	0
- COc1cc(-n2c(=S)[nH]c3ccc(C)cc3c2=O)c(Cl)cc1Cl
    -8%	?	-4%	?	2	6
- COc1cc(CN2CCNC(=O)C2CC(=O)N2CCCO2)cc(OC)c1 (configuration not stated)
    3%	4%	7%	-9%	-16	-6
- Cc1ccc(S(=O)(=O)NCC(c2ccco2)N2CCOCC2)cc1 (configuration not stated)
    4%	-24%	5%&2%	5%	8	-6
- CCOC(=O)c1cc(-c2ccccc2)sc1NC(=O)CSc1nncs1
    0%	-11%	-18%	16%	14	13
- CN(CCO)c1cc(N2CCN(C(=O)c3ccco3)CC2)c2nonc2c1[N+](=O)[O-]
    -6%	?	?	3%	-12	-8
- CCN(CCNC(=O)C1CCCN(S(=O)(=O)c2cnc[nH]2)C1)c1ccccc1 (configuration not stated)
    0%	?	0%	nt	3	-7
- Cc1cc(=O)[nH]c(-c2ccccc2O)n1
    -3%	nt	4%	9%	-8	-2
- CC(C)(C)OC(=O)n1cc(CCO)c2ccccc21
    nt	?	5%	?	nt	nt
- COc1cccc(C2Oc3ccccc3C3CC(c4cccs4)=NN32)c1 (configuration not stated)
    1%	36%[activator]	?	39%[activator]	79*	51*
- Cc1ccccc1-n1c(=O)cc(N2CCc3ccccc3C2)[nH]c1=O
    -21%	55%[activator]	0%	3%	9	-5
- Cc1nn(C)cc1CN(C)C(=O)c1cc(COc2ccc(F)cc2F)on1
    2%	?	-1%	-7%	17	-3
- O=C(N/N=C\c1ccco1)Nc1cccc(Cl)c1
    -7%	57%[activator]	2%	152%[activator]	142*	80*

Two entries drawn at random from the list so far:
The line under a structure holds: FBPA Giardia inh	Pf growth 96h	Sm TGR inh	Pf growth 48h	Shiga inhibitor	Cycloheximide cs
- CCN(CCNC(=O)C1CCCN(S(=O)(=O)c2cnc[nH]2)C1)c1ccccc1 (configuration not stated)
    0%	?	0%	nt	3	-7
- Cc1ccc(S(=O)(=O)NCC(c2ccco2)N2CCOCC2)cc1 (configuration not stated)
    4%	-24%	5%&2%	5%	8	-6

Screens (PubChem)
